Screening data (PubChem)
Rac1 mut GTP = human Rac1 activated mutant GTP binding change; P63000; GST-Rac1 activated beads, fluorescent GTP binding, flow cytometry; actives lie on both sides; 100% means binding = to untreated wells; percent activity (GTP binding), % at 10 µM; hit rate 0.11% among 190,000; AID 764;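 active = GTP binding at least 20 percentage points away from the 100% baseline, in either direction, so actives lie on both sides; inconclusive = Compound likely fluorescent itself, or too few beads counted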
Rab7 wt modul = modulators of GTP binding to dog Rab7 wildtype GTPase; GST-Rab7 beads, fluorescent GTP binding, flow cytometry; actives lie on both sides; untreated = 100%, excess cold GTP = 0%; GTP binding activity (percent of control), % at 10 µM; hit rate 0.055% among 190,000; AID 758;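 active = fluorescent GTP binding to Rab7 beads changed by at least 20 points from the 100% baseline, either direction, mostly lower; inconclusive = compound itself probably fluorescent, or too few beads counted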;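 also: median green fluorescence of bound Bodipy-FL-GTP per Rab7 bead population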
Mcl-1 Bim block = inhibitors of Bim-Mcl-1 interaction, human; Q07820; Bead-based flow cytometry, Bim peptide-Mcl-1 binding; inhibition, % at 10 µM; hit rate 0.1% among 190,000; AID 1009; in the data active = inhibition above about 40%;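 also: 0% = no compound tracer wells and 100% = peptide blocker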
Target sequence (Q07820 whole entry, looked up): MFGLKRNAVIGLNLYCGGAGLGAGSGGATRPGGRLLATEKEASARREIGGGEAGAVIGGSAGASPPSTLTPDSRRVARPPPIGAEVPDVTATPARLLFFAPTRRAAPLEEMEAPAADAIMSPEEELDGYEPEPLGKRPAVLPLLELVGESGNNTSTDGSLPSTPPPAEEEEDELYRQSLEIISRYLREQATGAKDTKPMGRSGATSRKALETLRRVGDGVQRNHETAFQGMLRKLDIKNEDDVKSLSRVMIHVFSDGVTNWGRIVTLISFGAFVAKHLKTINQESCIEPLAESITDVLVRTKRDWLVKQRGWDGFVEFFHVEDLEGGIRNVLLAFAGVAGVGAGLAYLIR
RGS8-Gao reg = modulates binding of RGS8 to human Galphao; P09471; multiplexed bead flow cytometry; actives lie on both sides; response (percent of control binding), % at 10 µM; hit rate 0.34% among 220,000; AID 1423; in the data active = response below about 60% or above about 140%; inactive = in between;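 also: Galphao activated as the GDP aluminium fluoride complex binding bead-coupled RGS8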
Target sequence (P09471 whole entry, looked up): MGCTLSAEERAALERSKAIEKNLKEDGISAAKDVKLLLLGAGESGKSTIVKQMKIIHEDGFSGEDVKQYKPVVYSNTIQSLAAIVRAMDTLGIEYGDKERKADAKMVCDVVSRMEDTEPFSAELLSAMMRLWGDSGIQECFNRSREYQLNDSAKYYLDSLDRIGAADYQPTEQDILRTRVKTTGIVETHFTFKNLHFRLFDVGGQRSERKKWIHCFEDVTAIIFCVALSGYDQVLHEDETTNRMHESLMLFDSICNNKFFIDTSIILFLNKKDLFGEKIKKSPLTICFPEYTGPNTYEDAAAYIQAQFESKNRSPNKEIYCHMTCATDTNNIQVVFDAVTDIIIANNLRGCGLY
Rac1 wt GTP bind = modulators of human Rac1 wildtype GTP binding | P63000 | GST-Rac1 beads, fluorescent GTP binding, flow cytometry; actives lie on both sides; 0 = cold GTP competed, 100 = untreated | GTP binding activity (% of control), % at 10 µM | hit rate 0.27% among 190,000;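 active = GTP binding activity at least 20 points away from the 100% control level, either lower or higher; inconclusive = compound flagged as likely green fluorescent, judged across all proteins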
HRas wt GTP = modulators of GTP binding to human HRas wildtype. hit rate 0.14% among 190,000. AID 759. GTP binding activity, % at 10 µM. GST-Ras wt beads, Bodipy-FL-GTP binding, flow cytometry; actives lie on both sides;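 active = GTP binding activity at least 20% away from the 100% baseline, either lowered as inhibitor or raised as activator; inconclusive = flagged as likely green fluorescent, judged across all proteins in the well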;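 also: 0% = unlabeled GTP competition control and 100% = no-compound control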
Target sequence (P01112 whole entry, looked up): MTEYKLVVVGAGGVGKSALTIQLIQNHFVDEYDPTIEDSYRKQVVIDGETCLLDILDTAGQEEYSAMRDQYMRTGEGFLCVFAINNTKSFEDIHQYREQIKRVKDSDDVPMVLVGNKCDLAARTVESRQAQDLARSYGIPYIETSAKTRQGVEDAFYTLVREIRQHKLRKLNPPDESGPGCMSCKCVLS
Rab2A wt mod = changes GTP binding to wildtype dog Rab2A, up or down; GST-Rab2 wt beads, Bodipy-GTP binding, flow cytometry; GTP binding activity, % at 10 µM; hit rate 0.19% among 190,000; AID 760;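 active = GTP binding activity at least 20 points away from 100%, either lowered or raised; inconclusive = signal likely due to the compound's own green fluorescence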;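 also: 0% = beads with excess unlabeled GTP and 100% = no-compound control corrected for plate trend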
Pf gamet viab = kills late stage P. falciparum gametocytes | P. falciparum stage V gametocytes, ATP luminescence, 24 h | hit rate 0.065% among 150,000 | inhibition, % at 10.9 µM;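 active = inhibition above the mean plus 3 SD of compounds within the control limits, set per campaign, cut at about 38% in these data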;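 also: 0% = DMSO wells and 100% = medium only without gametocytes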
Mcl1-Noxa inh = Mcl-1/Noxa interaction inhibition; hit rate 1.5% among 220,000; TR-FRET Mcl-1/Noxa peptide binding, 2 h; inhibition, % at 21.7 µM; AID 1022;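 active = compounds that cut the protein-peptide binding signal by more than 50% relative to plate controls in a single-dose test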;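 also: His-tagged Mcl-1 with rhodamine Noxa BH3 peptide and terbium anti-His antibody; 0% = Mcl-1 plus Noxa peptide wells and 100% = peptide-only wells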
Mcl1 Bid PPI = disrupts binding of human Mcl-1 to Bid peptide; Q07820; TR-FRET Mcl-1/Bid-Dy647 peptide binding, 1536-well; inhibition, % at 21.7 µM; hit rate 0.97% among 220,000; AID 1021;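 active = compounds that cut the binding signal by more than half at the single screening dose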;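 also: His-tagged Mcl-1 with europium anti-His antibody binding Bid BH3 peptide; 0% = Mcl-1 plus peptide wells and 100% = peptide-only wells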
Cdc42 wt = modulators (inhibitors or activators) of GTP binding to human Cdc42 wildtype; P60953; AID 761; GST-Cdc42 beads, Bodipy-GTP binding, flow cytometry; actives lie on both sides; percent activity (GTP binding), % at 10 µM; hit rate 0.2% among 190,000;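 active = percent activity GTP binding at least 20 points away from the 100% baseline, either down as inhibitor or up as activator; inconclusive = compound flagged as likely green fluorescent from well-wide comparison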;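 also: median bead fluorescence of bound Bodipy-FL-GTP at 100 nM; 0% = excess unlabeled GTP control and 100% = no compound control; below 100% means less GTP binding so inhibitor and above means activator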
Target sequence (P60953 whole entry, looked up): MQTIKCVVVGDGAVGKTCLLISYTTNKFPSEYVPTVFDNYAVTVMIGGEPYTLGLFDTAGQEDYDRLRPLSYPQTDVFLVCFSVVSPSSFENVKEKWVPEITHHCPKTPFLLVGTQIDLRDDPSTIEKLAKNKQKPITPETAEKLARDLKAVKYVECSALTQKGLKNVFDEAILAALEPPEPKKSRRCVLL
Active calls of the source: *; ? = inconclusive; · = not tested or not shown.

SMILES | Rac1 mut GTP | Rab7 wt modul | Mcl-1 Bim block | RGS8-Gao reg | Rac1 wt GTP bind | HRas wt GTP | Rab2A wt mod | Pf gamet viab | Mcl1-Noxa inh | Mcl1 Bid PPI | Cdc42 wt
Cc1ccc2occ(C(c3nnnn3Cc3ccccc3)N3CCOCC3)c(=O)c2c1 (stereo not given) | 97 | 92 | 0 | 95 | 105 | 98 | 94 | · | 6 | -2 | 100
Cc1ccc(Cn2ccc(C3CC3)n2)cc1 | 97 | 106 | 0 | 101 | 105 | 100 | 100 | 4 | -2 | -17 | 96
COc1ccc(C(=S)N2CCCCCC2)cc1 | 96 | 96 | 41* | 128 | 103 | 97 | 99 | · | 15 | -6 | 101
CN(C)/C=C/C(=O)c1cc(N2CCOCC2)ccc1[N+](=O)[O-] | 96 | 98 | -1 | 99 | 97 | 96 | 95 | -38 | 12 | -60 | 98
CCCCOc1nc2ccccc2nc1C(C#N)S(=O)(=O)c1ccccc1 (stereo not given) | 98 | 103 | -4 | 101 | 102 | 103 | 103 | 1 | 19 | -24 | 102
COc1ccc(N=CC2=C(O)c3ccccc3C2=O)c(OC)c1 | 98 | 101 | 8 | 95 | 101 | 100 | 100 | 6 | 21 | 2 | 100
Cn1nc(-c2ccccc2)c(CO)c1Sc1ccccc1 | 94 | 96 | -3 | 95 | 98 | 95 | 93 | 19 | 16 | -6 | 91
CN1/C(=C/C=C(/C#N)C(N)=O)C(C)(C)c2ccccc21 | 95 | 101 | 3 | 102 | 96 | 98 | 95 | 13 | -7 | -62 | 96
Cc1ccc2cc(C(c3nnnn3Cc3ccccc3)N3CCc4ccccc43)c(=O)[nH]c2c1 (stereo not given) | 102 | 103 | -3 | 109 | 106 | 105 | 102 | 0 | -5 | -63 | 104
CCC(OCC(O)CN1CCN(CCN2C(=O)c3cccc4cccc(c34)C2=O)CC1)c1ccccc1 (stereo not given) | 97 | 96 | 0 | 91 | 102 | 97 | 96 | -50 | 20 | -3 | 98
Cc1ncc(C[n+]2csc(C)c2C)c(N)n1 | 97 | 95 | 0 | 95 | 99 | 98 | 98 | · | 18 | 14 | 101
COc1ccccc1N(C)S(=O)(=O)c1ccc(C(=O)OCC(=O)N(C(C)C)C(C)C)cc1 | 96 | 101 | -1 | 103 | 98 | 97 | 97 | -26 | -1 | -1 | 96
Cn1cnnc1SCC(=O)NNC(=O)COc1ccc(Br)cc1 | 98 | 99 | 0 | 106 | 99 | 97 | 99 | 10 | -3 | -7 | 101
O=C(NCc1ccccn1)C1CCN(Cc2cccc(OCc3ccccc3)c2)CC1 | 105 | 107 | -5 | 104 | 107 | 104 | 104 | 7 | 20 | 19 | 104
O=C(COc1ccccc1)NNC(=O)c1cc2ccccc2o1 | 97 | 100 | 0 | 112 | 102 | 101 | 102 | 35 | 4 | -9 | 98
COC(=O)c1cc(OC)c(OC)cc1NC(=S)N1CCN(c2ccccc2)CC1 | 91 | 95 | -5 | 102 | 90 | 94 | 94 | · | · | -25 | 92
Cc1cc2nc(C(F)(F)F)[nH]c(=O)n2n1 | 100 | 99 | -5 | 100 | 104 | 102 | 97 | · | 5 | -11 | 101
O=C(O)c1cccc(Cn2cc(Cl)cn2)c1 | 97 | 97 | 0 | 98 | 100 | 99 | 98 | · | 11 | -10 | 100
Cc1ccc(C(=O)COC(=O)CCc2nc3ccccc3[nH]c2=O)cc1C | 95 | 96 | -2 | 103 | 95 | 96 | 94 | 3 | -27 | -17 | 95
Cc1ccc(NCC(=O)N/N=C\c2ccc([N+](=O)[O-])o2)cc1 | 103 | 107 | 5 | 103 | 106 | 104 | 102 | · | 15 | -62 | 105
C=CCNc1oc(-c2cccs2)nc1C#N | 97 | 99 | -4 | 100 | 98 | 98 | 96 | 24 | 5 | -56 | 98
CC1=NN(/C(=N\c2nnc(C)s2)Nc2ccccc2)[C@H](c2cccc3ccccc23)S1 | 97 | 100 | 0 | 78 | 101 | 101 | 101 | -4 | 9 | 0 | 100
CCOc1ccccc1NC(=O)Cn1nnc(C(=O)Nc2ccccc2Cl)c1N | 94 | 96 | -2 | 105 | 97 | 96 | 94 | 15 | -4 | -19 | 98
COc1ccc(CN2CN(C3CCCC3)CSC2=S)cc1 | 96 | 99 | -2 | 105 | 101 | 98 | 97 | -8 | -23 | -35 | 96
CCOc1cc(/C=N\NC(=O)Cn2nnc3ccccc32)ccc1O | 95 | 97 | 1 | 102 | 84 | 89 | 89 | -4 | 10 | -26 | 85
COC(=O)c1oc2ccc(Cl)cc2c1NC(C)=O | 95 | 93 | -1 | 105 | 95 | 94 | 93 | · | 7 | -8 | 93
COc1ccc(-c2nnc(SCC(=O)c3cccs3)o2)c(OC)c1 | 99 | 101 | 0 | 98 | 100 | 102 | 102 | · | -5 | 18 | 101
COc1ccc(-c2nc(C#N)c(NC(C)C)o2)cc1 | 96 | 93 | 0 | 101 | 95 | 95 | 94 | -16 | 6 | -53 | 98
Cc1cc2c(=O)[nH]c(Cc3ccccc3)nc2s1 | 99 | 100 | -11 | 97 | 103 | 102 | 99 | -7 | -1 | -37 | 105
O=[N+]([O-])c1cc([N+](=O)[O-])c2c(=Nc3ccccc3)n(-c3ccccc3)n(O)c2c1 | 91 | 100 | 11 | 95 | 95 | 95 | 92 | -7 | 62* | -28 | 91
COc1ccc(CCNc2ccc(C)cc2)cc1 | 100 | 98 | 1 | 101 | 103 | 101 | 100 | · | -10 | -78 | 102
O=[N+]([O-])c1ccc(-n2nnnc2CN2CCOCC2)cc1 | 98 | 98 | 1 | 103 | 98 | 96 | 97 | 6 | 9 | -31 | 100
CCSc1ccc2nnc(-c3cccs3)n2n1 | ? | ? | 4 | 97 | ? | ? | ? | · | 23 | -13 | ?
Cc1cccc(C)c1NC(=O)C(c1ccc(Cl)cc1Cl)N1CCCCC1 (stereo not given) | 99 | 102 | 0 | 104 | 111 | 106 | 99 | · | 7 | -7 | 105
Cc1ccc(-c2nc3ncccn3c2Nc2ccccc2C)o1 | 95 | 103 | -3 | 100 | 97 | 97 | 96 | -23 | 14 | -38 | 94
CCOc1ccc(NC(=O)CCC(=O)N/N=C/c2ccc([N+](=O)[O-])s2)cc1 | 100 | 102 | -10 | 91 | 104 | 99 | 101 | -9 | -93 | -70 | 104
CCOC(=O)C1CCCN(c2c(NCCN3CCCCC3C)c(=O)c2=O)C1 (stereo not given) | 98 | 97 | 1 | 103 | 104 | 100 | 100 | · | 7 | -20 | 102
C=CCc1cccc([C@@H]2[C@@H](C)CC[C@H]3C(=O)N4[C@@H](c5cc(OC)c(OC)c(OC)c5)c5[nH]c6ccccc6c5C[C@H]4C(=O)N23)c1 | 96 | 102 | -1 | 99 | 104 | 99 | 99 | · | 0 | -13 | 101
CCc1ccc(-c2cc(C(=O)NCCCn3ccnc3)c3ccccc3n2)s1 | 95 | 100 | 1 | 104 | 96 | 97 | 96 | · | 0 | -15 | 98
CCCCOc1ccc(C(=O)N/C(=C/C=C/c2ccccc2)C(=O)NC)cc1 | 95 | 96 | -1 | 101 | 97 | 96 | 93 | · | 31 | 6 | 97
O=C(c1nc(-c2ccccc2)n(-c2ccccc2)n1)N1CCN(S(=O)(=O)c2ccccc2)CC1 | 99 | 100 | 0 | 99 | 104 | 99 | 97 | 3 | 4 | 6 | 100
COC(=O)C1=C(C)N(Cc2ccco2)C(=O)N[C@@H]1c1cccc(C(F)(F)F)c1 | 97 | 95 | -1 | 99 | 102 | 101 | 97 | · | 19 | -11 | 101
CCCCCCn1c(SCC(=O)Nc2cc(C)on2)nc2ccccc2c1=O | 90 | 91 | -1 | 98 | 90 | 94 | 90 | -9 | · | -13 | 93
Cc1cccc(NC(=O)CSc2nc3c([nH]c4ccccc43)c(=O)n2C)c1 | 97 | 115 | 1 | 97 | 104 | 103 | 101 | · | -4 | -31 | 99
CCOc1cc(NS(=O)(=O)c2ccc(OC)cc2)c(OCC)cc1NC(=O)c1ccco1 | 100 | 101 | 15 | 94 | 106 | 103 | 102 | · | 10 | -7 | 102
COc1cc([N+](=O)[O-])ccc1NC(=O)C[n+]1cccc(C(C)=O)c1 | 96 | 103 | 1 | 98 | 95 | 97 | 99 | · | 6 | -10 | 94
CCOc1cccc(-c2nnc3n2N=C(c2cc(OC)ccc2OC)CS3)c1 | 102 | 101 | 0 | 102 | 110 | 105 | 104 | 14 | 29 | 12 | 107
O=C(Nc1ccc(N2CCOCC2)c([N+](=O)[O-])c1)c1ccco1 | 99 | 104 | -1 | 103 | 101 | 98 | 99 | -15 | 0 | -19 | 94

Random excerpt: three entries already listed.
SMILES | Rac1 mut GTP | Rab7 wt modul | Mcl-1 Bim block | RGS8-Gao reg | Rac1 wt GTP bind | HRas wt GTP | Rab2A wt mod | Pf gamet viab | Mcl1-Noxa inh | Mcl1 Bid PPI | Cdc42 wt
O=C(Nc1ccc(N2CCOCC2)c([N+](=O)[O-])c1)c1ccco1 | 99 | 104 | -1 | 103 | 101 | 98 | 99 | -15 | 0 | -19 | 94
CCOc1ccc(NC(=O)CCC(=O)N/N=C/c2ccc([N+](=O)[O-])s2)cc1 | 100 | 102 | -10 | 91 | 104 | 99 | 101 | -9 | -93 | -70 | 104
COc1cc([N+](=O)[O-])ccc1NC(=O)C[n+]1cccc(C(C)=O)c1 | 96 | 103 | 1 | 98 | 95 | 97 | 99 | · | 6 | -10 | 94

Reformatted: three of the compounds above
COC(=O)C1=C(C)N(Cc2ccco2)C(=O)N[C@@H]1c1cccc(C(F)(F)F)c1
- Rac1 mut GTP: 97
- Rab7 wt modul: 95
- Mcl-1 Bim block: -1
- RGS8-Gao reg: 99
- Rac1 wt GTP bind: 102
- HRas wt GTP: 101
- Rab2A wt mod: 97
- Pf gamet viab: ·
- Mcl1-Noxa inh: 19
- Mcl1 Bid PPI: -11
- Cdc42 wt: 101
C=CCc1cccc([C@@H]2[C@@H](C)CC[C@H]3C(=O)N4[C@@H](c5cc(OC)c(OC)c(OC)c5)c5[nH]c6ccccc6c5C[C@H]4C(=O)N23)c1
- Rac1 mut GTP: 96
- Rab7 wt modul: 102
- Mcl-1 Bim block: -1
- RGS8-Gao reg: 99
- Rac1 wt GTP bind: 104
- HRas wt GTP: 99
- Rab2A wt mod: 99
- Pf gamet viab: ·
- Mcl1-Noxa inh: 0
- Mcl1 Bid PPI: -13
- Cdc42 wt: 101
O=[N+]([O-])c1ccc(-n2nnnc2CN2CCOCC2)cc1
- Rac1 mut GTP: 98
- Rab7 wt modul: 98
- Mcl-1 Bim block: 1
- RGS8-Gao reg: 103
- Rac1 wt GTP bind: 98
- HRas wt GTP: 96
- Rab2A wt mod: 97
- Pf gamet viab: 6
- Mcl1-Noxa inh: 9
- Mcl1 Bid PPI: -31
- Cdc42 wt: 100
